Screening results: PubChem BioAssay, several laboratories
ZTA counter – counter-screen for EBNA-1 inhibitors: inhibitors of Epstein-Barr virus ZTA | P03206 | ZTA-DNA binding, fluorescence polarization | inhibition, % at 11 µM | actives 0.15% (n = 320,000); in the data active = inhibition above about 33%
Target sequence (P03206 whole entry, looked up): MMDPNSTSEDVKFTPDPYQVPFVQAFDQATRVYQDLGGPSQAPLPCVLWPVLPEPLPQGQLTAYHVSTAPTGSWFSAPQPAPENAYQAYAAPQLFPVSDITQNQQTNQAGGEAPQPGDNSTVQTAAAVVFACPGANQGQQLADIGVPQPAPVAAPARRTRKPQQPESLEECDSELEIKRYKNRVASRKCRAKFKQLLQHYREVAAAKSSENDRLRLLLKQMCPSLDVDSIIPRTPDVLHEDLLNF
CTSL1 counter – counter-screen for PFM18AAP inhibitors: inhibitors of F. hepatica cathepsin L1; recombinant F. hepatica cathepsin L1, Z-Leu-Arg-MCA fluorescence; inhibition, % at 5.96 µM; actives 0.49% (n = 300,000); AID 1906;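 active = inhibition above the mean of all tested compounds plus 3 SD, set per screening campaign, cut at about 17% in these data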;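 also: 0% = plate median of test compound wells and 100% = 1 µM Z-Phe-Ala-diazomethylketone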
PP1 inh – blocks human PP1-alpha phosphatase, a PP5 counter-screen | P62136 | purified PP1alpha, OMFP fluorescence | inhibition, % at 6.7 µM | actives 0.9% (n = 320,000) | AID 2235;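 active = inhibition above the mean inhibition of all tested compounds plus 3 SD, computed separately for each screening campaign, cut at about 15% in these data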
Target sequence (P62136 whole entry, looked up): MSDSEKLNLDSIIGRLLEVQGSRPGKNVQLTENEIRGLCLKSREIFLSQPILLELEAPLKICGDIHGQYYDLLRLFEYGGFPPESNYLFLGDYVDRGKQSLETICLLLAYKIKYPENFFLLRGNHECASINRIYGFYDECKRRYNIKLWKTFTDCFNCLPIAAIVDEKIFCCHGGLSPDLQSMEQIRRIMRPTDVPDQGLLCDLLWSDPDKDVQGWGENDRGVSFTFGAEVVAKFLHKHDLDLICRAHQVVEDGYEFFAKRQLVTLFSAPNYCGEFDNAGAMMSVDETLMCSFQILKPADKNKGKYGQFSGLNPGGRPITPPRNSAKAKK
HCV core dimer – HCV core protein dimerization inhibition; inhibition, % at 5 µM; actives 0.33% (n = 300,000); TR-FRET GST/Flag-core106 dimerization, 1536-well;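 active = inhibition above the mean of all tested compounds plus 3 SD, set per screening campaign, cut at about 45% in these data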
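Material: GST/Flag-tagged HCV core106 proteins. Incubation: 4 h, 22.5 °C incubation. Read-out basis: inhibition (%) from 671 over 617 nm ratio. Measured by: TR-FRET, excitation 340 nm, emission 617 and 671 nm.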
TPT1 inh – inhibitors of Candida albicans tRNA 2'-phosphotransferase TPT1; recombinant caTPT1, FP RNA substrate dephosphorylation; inhibition, % at 5 µM; actives 0.81% (n = 300,000); AID 1962;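 active = inhibition above the mean of all tested compounds plus 3 SD, set per screening campaign, cut at about 24% in these data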;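 also: plate controls were DMSO alone for no effect and ferristatin control at 100 nM for full effect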
PP5 inh – PP5 (human) phosphatase inhibition; actives 0.18% (n = 320,000); inhibition, % at 6.7 µM; P53041; purified PP5c, OMFP substrate fluorescence; AID 1987;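 active = inhibition above the campaign's mean inhibition across all tested compounds plus 3 SD, cut at about 9.5% in these data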;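 also: 0% = DMSO only and 100% = 100 µM cantharidin control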
Yeast superoxide – caloric restriction mimetics inhibiting age-related superoxide in yeast. S. cerevisiae aged cells, superoxide DHE fluorescence; stronger effect = lower value. superoxide response (% of plate mean), % at 10 µM. actives 0.18% (n = 330,000). AID 2690;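 active = superoxide response under a set limit, about three screen SD below normal, cut at about 65% in these data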;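 also: yeast aged for seven days with compound at 30 °C before DHE staining; 100% = average MFI of all compound-treated wells on the plate with controls excluded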
EBNA-1 inhibitor – blocks EBNA-1 binding to DNA; EBNA-1 DNA binding, fluorescence polarization; inhibition, % at 14.8 µM; actives 0.34% (n = 300,000); in the data active = inhibition above about 28%
JMJD2C inh – inhibitors of human GASC-1 (JMJD2C) demethylase; Q9H3R0; GST-JMJD2C(1-420) H3K9me3 demethylation, DELFIA europium; inhibition, % at 2.35 µM; actives 0.069% (n = 330,000); AID 2099;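 active = more than half of a compound's replicate wells show inhibition beyond 50%, single wells judged on their own value; inconclusive = some, but no more than half, of replicates pass 50% inhibition; inactive = no replicate passes 50% inhibition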;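 also: signal counts dimethyl H3K9 product captured on neutravidin plate; 0% = median of DMSO wells and 100% = 0.3 times that DMSO median; strong numbers were not always called active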
Target sequence (Q9H3R0 1-420 limits assumed): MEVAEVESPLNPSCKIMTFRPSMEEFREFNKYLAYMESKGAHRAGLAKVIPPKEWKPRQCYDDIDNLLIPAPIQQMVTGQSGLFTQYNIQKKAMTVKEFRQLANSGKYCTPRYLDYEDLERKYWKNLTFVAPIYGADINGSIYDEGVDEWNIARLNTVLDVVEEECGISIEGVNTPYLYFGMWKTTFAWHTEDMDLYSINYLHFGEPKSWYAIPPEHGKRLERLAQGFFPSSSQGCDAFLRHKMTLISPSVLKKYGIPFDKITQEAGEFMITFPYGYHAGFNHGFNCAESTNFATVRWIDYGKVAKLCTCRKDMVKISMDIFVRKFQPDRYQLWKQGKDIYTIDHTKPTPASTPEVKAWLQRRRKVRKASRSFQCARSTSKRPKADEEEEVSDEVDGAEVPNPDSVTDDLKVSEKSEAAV
An asterisk follows results filed as active; ? = inconclusive; nt = not tested or not shown.

SMILES	ZTA counter	CTSL1 counter	PP1 inh	HCV core dimer	TPT1 inh	PP5 inh	Yeast superoxide	EBNA-1 inhibitor	JMJD2C inh
COc1ccc(-c2ocnc2C(=O)Nc2ccc(N3CCOCC3)cc2N2CCOCC2)cc1OC	2	4	0	-2	0	1.6	109	8	7
O=[N+]([O-])c1ccccc1S(=O)(=O)NC1CC2CCC1C2 (configuration not stated)	4	-3	0	-6	-2	0.8	95	4	8
CC1CCC(CN2CCN=C2Nc2ccccc2)CC1 (configuration not stated)	7	-2	-7	6	-1	-0.6	112	6	-6
Cc1ccc(S(=O)(=O)c2nnn3c2nc(N2CCOCC2)c2ccccc23)cc1	-15	-2	-3	7	-2	2.0	121	2	-9
Cc1ccc(S(=O)(=O)Nc2c(C)n(C)n(-c3ccccc3)c2=O)cc1C(=O)NCc1ccccc1	7	nt	-3	nt	nt	-2.2	86	nt	-1
Cc1ccc(N(C(=O)C(F)(F)F)C(C(=O)NC2CCCCC2)c2cccs2)cc1 (configuration not stated)	-4	2	-2	-2	-1	1.2	95	11	1
COc1ccc(-c2cc(C(=O)N/N=C(\C)c3ccco3)c3ccccc3n2)c(OC)c1	2	2	5	12	1	4.0	103	-1	-4
COCC(C)NC(=O)c1cc(OC)cc(OC)c1 (configuration not stated)	10	-4	-4	1	2	-0.4	112	1	-20
O=C(Nc1ccccc1N1CCCCC1)c1ccco1	-10	-1	0	-3	-1	3.2	107	-9	-14
Cc1ccccc1-n1c(=O)cc(N2CCc3ccccc32)[nH]c1=O	-3	-1	-2	-4	2	1.9	104	2	13
COc1ccc(NC(=O)c2ccccc2NC(=O)C2CCCO2)cc1 (configuration not stated)	-2	-2	-1	1	0	2.2	98	4	2
CCC(C)NC(=O)CN(c1cc(Cl)ccc1OC)S(C)(=O)=O (configuration not stated)	14	-2	-2	-1	-2	-2.5	91	2	-11
CC(c1ccccc1)N1CC(C(=O)N2CCCC(C(N)=O)C2)CC1=O (configuration not stated)	1	nt	-3	nt	nt	-2.1	107	nt	-4
COc1cccc(CC(=O)OCC(=O)N2CCN(c3ccc(F)cc3)CC2)c1	-1	-10	-4	0	-1	3.1	101	-1	5
CC1CN(S(=O)(=O)c2cccc(-c3csc(-c4ccccc4)n3)c2)CC(C)O1 (configuration not stated)	8	1	-3	8	-2	1.2	94	5	-19
CC(C)NC(=O)COc1coc(CN2CCN(C(=O)c3ccco3)CC2)cc1=O	-4	4	0	-3	-5	-0.6	92	6	20
CC1CC1C(=O)OCC(=O)NCc1ccccc1Cl (configuration not stated)	-15	-2	1	-6	-6	-0.7	95	6	4
c1ccc2c(c1)[nH]c1c(N3CCC4(CC3)OCCO4)ncnc12	3	-4	15	-3	-2	-2.9	103	-12	5
CCOC(=O)CSc1ncccn1	-18	0	0	-3	1	1.9	87	-6	4
CC(=O)Nc1nc(C2COc3ccccc3O2)cs1 (configuration not stated)	1	1	-1	-2	3	-0.3	121	9	-19

Shown in markdown: entries from further up
| structure | ZTA counter | CTSL1 counter | PP1 inh | HCV core dimer | TPT1 inh | PP5 inh | Yeast superoxide | EBNA-1 inhibitor | JMJD2C inh |
| --- | --- | --- | --- | --- | --- | --- | --- | --- | --- |
| CC1CN(S(=O)(=O)c2cccc(-c3csc(-c4ccccc4)n3)c2)CC(C)O1 (configuration not stated) | 8 | 1 | -3 | 8 | -2 | 1.2 | 94 | 5 | -19 |
| CC1CC1C(=O)OCC(=O)NCc1ccccc1Cl (configuration not stated) | -15 | -2 | 1 | -6 | -6 | -0.7 | 95 | 6 | 4 |
| COc1ccc(NC(=O)c2ccccc2NC(=O)C2CCCO2)cc1 (configuration not stated) | -2 | -2 | -1 | 1 | 0 | 2.2 | 98 | 4 | 2 |

(further entries)
SMILES	ZTA counter	CTSL1 counter	PP1 inh	HCV core dimer	TPT1 inh	PP5 inh	Yeast superoxide	EBNA-1 inhibitor	JMJD2C inh
CN1CCN(CCC(=O)N2c3ccccc3Sc3ccc(Cl)cc32)CC1	-1	0	-4	-6	3	-2.3	105	13	5
COc1ccc(CCC(=O)NCCc2cn3c(C)csc3n2)cc1	-11	-5	0	20	-1	2.0	90	-6	8
O=C(NNS(=O)(=O)c1ccc(Cl)cc1)c1cccc(S(=O)(=O)N2CCOCC2)c1	-14	-4	5	1	-2	0.6	95	-1	3
COc1ccc(Cl)cc1NC(=S)N1CCCC1	-16	5	8	-2	-10	-6.0	111	-23	5
CC(C)CCNC(=O)c1c(CSc2ccc(Cl)cc2)noc1C(=O)NCc1ccccc1	3	2	3	-6	3	0.6	103	8	6
COC(=O)c1ccc(C(=O)O)nc1	-27	-5	-2	1	-1	-0.4	104	-1	11
Cc1cc(=O)oc2cc(NC(=S)NCc3cccnc3)ccc12	14	-1	3	3	3	-0.2	98	0	10
O=C(CCc1ccc(S(=O)(=O)NCCc2ccccc2)cc1)N1CCN(Cc2ccc3c(c2)OCO3)CC1	7	-1	-1	2	-1	4.8	110	-10	9
O=C(CSc1ncnc2nc[nH]c12)NCCc1ccccc1	2	-6	-9	4	0	3.7	88	-18	-6
CC1CCN(C(=O)COC(=O)c2nn(C)c(=O)c3ccccc23)CC1	9	-6	-6	-2	-1	-2.0	102	8	11
O=C(Nc1ccc(Br)cc1Br)c1cccc2c1C(=O)N(C1CCCCC1)C2	12	0	-3	18	0	2.7	123	8	5
O=C1CCCN1CC(O)CS(=O)(=O)c1ccccc1 (configuration not stated)	-8	2	-2	-2	-3	-3.0	98	7	8
COc1ccc(NC(=O)C(C)Oc2ccc(/C(C)=N\O)cc2)cc1 (configuration not stated)	-6	-1	-6	-3	1	4.3	111	-3	3
O=c1nc(/C=C/c2ccccc2C(F)(F)F)cc(C(F)(F)F)[nH]1	10	2	4	-7	1	-1.6	112	10	3
COCC(=O)Nc1cccc2ccccc12	-5	0	-4	3	-3	0.1	101	7	-1
Cc1ccc(-c2nc(CN3CCN(c4cnccn4)CC3)c(C)o2)o1	-5	-2	-2	-1	3	1.4	124	-1	2
Cc1cc(NC(=O)c2cc(CC(C)C)on2)no1	9	-2	-2	-7	-3	3.9	106	-9	0
O=C(O)CCSC1CC(=O)N(c2ccccc2)C1=O (configuration not stated)	-4	-1	-1	-16	4	3.8	96	-9	3
COc1ccc(-c2nonc2NC(=O)c2ccco2)cc1OC	13	-2	-4	-4	3	-2.0	99	-8	3
O=C(N/N=C\c1c(O)ccc2ccccc12)c1cncc(Br)c1	-2	7	13	-13	136*	-3.8	83	8	4
Cc1ccc(N2CC(C(=O)NCc3cccnc3)CC2=O)cc1 (configuration not stated)	-5	-3	-1	-6	3	1.1	111	3	10
Cc1cc[n+](CC(=O)Nc2cccc(C)c2)cc1	-2	8	-4	9	0	-4.8	102	5	-6
COc1ccc(C(=O)C(/C=N/O)=N/Nc2ccc(F)cc2)cc1	-1	0	-1	10	-1	1.2	106	-17	13
COc1ccc(OC)c(C(C)NC=O)c1 (configuration not stated)	8	2	-4	-7	0	-2.3	92	-3	-7
C=CCn1c(SCc2c(Cl)cccc2Cl)nnc1-c1cccnc1	1	-3	-2	-1	-2	1.2	107	5	-9
Cc1sc(NC(=O)CN(Cc2ccccc2)C(=O)C(C)C)c(C(N)=O)c1C	10	-1	0	-4	2	-0.3	86	1	-4
C=CC[n+]1c(/C=C2\C=Cc3cc(C)ccc3N2CC)ccc2ccccc21	-10	-1	7	-7	6	4.6	110	1	-6
Cc1ccccc1C(=O)Nc1ccc(C(=O)N/N=C/c2ccncc2)cc1	-2	0	-8	-2	-1	1.6	81	4	-6
CCOC(=O)C1CCCN(S(=O)(=O)c2ccc(-n3cnnn3)c(C)c2)C1 (configuration not stated)	9	-13	-3	11	-1	4.3	84	-2	11
CC(=O)c1ccccc1NC(=O)COC(=O)CCCN1C(=O)c2cccc3cccc(c23)C1=O	-1	-3	-4	8	-2	1.6	106	13	0
COc1ccc(-c2cn3cccnc3n2)cc1NC(=O)C1CCCC1	-4	-1	-4	0	-3	1.5	99	7	1
O=C(NC1CCC(O)CC1)c1ccccc1OCc1ccc(F)cc1 (configuration not stated)	14	-2	-2	-8	-1	-0.6	97	7	16
CC(C)CCNC(=O)COC(=O)c1cc(Br)c(Br)s1	-14	2	2	2	-3	0.6	115	-4	-7
CN1CCC(=NNC(=O)CSc2ccc(Cl)cc2)CC1	8	-3	-1	-2	-5	-0.9	100	2	17
O=C(Nc1ccc2c(c1)CCC2)Nc1ccc2c(c1)OCO2	-5	6	-2	6	-1	0.4	94	13	10
Cc1ccc(NC(=S)NNC(=O)c2nn(C)cc2Cl)cc1	-9	-1	-2	-8	-3	-1.3	106	-1	?
COc1cc(/C=C(\C#N)C(=O)N2CCOCC2)cc(Br)c1O	-1	2	-1	-15	17	-5.0	107	-6	7
CCn1cc(Br)c(C(=O)Nc2ccc(Cl)cc2Cl)n1	0	0	7	-4	0	9.2	99	-1	-2
O=C(Nc1nc2nccc(-c3ccccc3)n2n1)c1ccc(F)cc1	-6	-4	2	4	-3	-0.7	101	3	3
CC1CCCN(C(=O)C23CCC(C)(C(=O)C2)C3(C)C)C1 (configuration not stated)	11	-7	-4	-1	-3	-0.3	96	4	-4
COc1ccc(S(=O)(=O)Nc2cccc(SC)c2)cc1OC	22	-2	-5	-2	-2	5.6	105	10	4
O=[N+]([O-])c1ccc(/C=N/NC2=NS(=O)(=O)c3ccccc32)cc1	3	0	-3	-12	3	2.7	102	2	-2
O=C(NCCc1c[nH]c2ccccc12)c1cc2ccccc2oc1=O	8	1	-1	4	1	0.9	99	12	-8
Cc1nc(N2CCN(C(=O)c3ccc(Cl)cc3)CC2)c(C#N)c2c1COC(C)(C)C2	-5	-4	-1	3	-4	1.5	109	-4	-7
Cc1cc(NC(=O)COC(=O)COc2ccc(C(=O)c3ccccc3)cc2)no1	0	-6	1	-1	-2	3.0	98	3	-10
Cc1ccc(-c2nn(Cc3ccccc3)cc2/C=C/C(=O)O)cc1C	10	-1	-3	3	-5	-0.2	103	6	1
C=CCn1c(C)cc(-c2csc(NC(=O)C3=COCCO3)n2)c1C	4	1	14	13	3	-1.5	67	11	2
C[C@@H](C(=O)Nc1ccc2ccccc2c1)[C@H]1C[C@]1(C)[C@H](NS(=O)(=O)c1ccc(-c2ccccc2)cc1)c1ccccc1	0	2	1	4	-5	-0.6	97	11	-11
NC(=O)c1c(NC(=O)c2ccccc2)sc2c1CCCC2	-16	5	4	6	1	0.4	102	-23	4
S=c1[nH]nc(-c2c[nH]c3ccccc23)o1	-1	4	-1	-16	-4	-2.2	95	-2	1

(next part)
SMILES	ZTA counter	CTSL1 counter	PP1 inh	HCV core dimer	TPT1 inh	PP5 inh	Yeast superoxide	EBNA-1 inhibitor	JMJD2C inh
COc1ccccc1N(C)S(=O)(=O)c1ccc(C(=O)NC2CCCCC2)cc1	17	nt	0	nt	nt	2.6	100	nt	-2
O=C(NCc1ccccc1)C12CC3CC(CC(Cl)(C3)C1)C2	-10	-4	1	-7	-5	2.4	104	-2	-15
O=C(NCc1cccnc1)c1ccc(Cn2c(=S)[nH]c3ccc(Br)cc3c2=O)cc1	5	-3	6	2	-1	2.1	97	15	-5
Cc1ccc2c(Cl)cc(Cl)c(OCC(=O)Nc3cc(S(=O)(=O)N(C)C)ccc3C)c2n1	-6	2	10	23	-2	4.7	114	-3	0
Clc1ccc(CSc2nnc(-c3c[nH]c4ccccc34)o2)cc1	-2	2	2	-4	-3	2.7	90	0	7
O=C(NN1C(=O)C2CC=C(Cl)CC2C1=O)c1ccncc1 (configuration not stated)	-7	-3	1	48*	-1	-0.3	103	-10	-17

This is a random part of the collection. Share with any hit: about 3.1%.
